Bioassay records from PubChem.
TGFb inhibitor: qHTS for Inhibitors of TGF-b; hit rate 1.2% among 410,000; AID 588855, 2011; HepG2 CAGA-GFP TGF-b/SMAD3 reporter, GFP fluorescence, 18 h; TGF-beta stimulated, 500 pg/mL final; Potency, µM (highest dose often 46.1 µM), inactives show top-dose activity, negative = inhibition, usual class: inhibitors; note: potency is the fitted concentration of half-maximal effect; % is set by controls: 0 for no effect and ±100 for the full control effect; nearly all actives have a fitted effect of over 65% in size
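TGF-beta reporter screen: HEPG2 CAGA-GFP, 1% FBS, 500 pg/mL TGF-beta final, 18 h; per-cell GFP summed per well; curves fitted and categorized by class.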
HepG2 viability: qHTS for Inhibitors of TGF-b: Cytotox Counterscreen | HepG2 CAGA-GFP viability, ATP luminescence, 18 h | Potency, µM (series often up to 46.1 µM), inactives show at the top dose activity change, negative = cytotoxicity, hits mostly cytotoxic | hit rate 0.76% among 410,000 | AID 588856, 2011; note: potency is the fitted concentration of half-maximal effect; some results filed as inactive show a strong effect at the top dose
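CellTiter-Glo luminescence gave cytotoxicity after 18 hours at 37 degrees C. The cells were HepG2 CAGA-GFP in 1% FBS DMEM, stimulated with 500 pg/mL TGF-beta after compound addition. %Activity was normalised to no-cell wells (complete cell-killing) and DMSO (no toxicity), and curves were fitted and classified.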
Abeta yeast res: qHTS for compounds that reverse cellular toxicity of Amyloid beta (A-beta) peptide in yeast: Primary Screen; yeast expressing A-beta42, growth rescue, OD600, 48 h; response scale: 0% DMSO, 100% iron-clioquinol control; Potency, µM (series often up to 46.1 µM), for inactives: top-dose growth rescue, actives largely listed as activators; hit rate 0.063% among 410,000; note: potency is the fitted concentration of half-maximal effect; nearly all actives have a fitted effect of over 55% in size
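Growth rescue measured by 600 nm absorbance after 48 h yeast culture at 30 C with compound. Values normalized between DMSO and an equimolar ferric chloride plus clioquinol control.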
CCT chaperon mod: High-Throughput Screening for Modulators of Cytosolic Chaperonin Activity. activity change, % (no concentration beside the values), hits read low. purified chaperonin ATPase assay, HTRF ADP detection, 30 min. hit rate 0.3% among 360,000; in the data active = activity change below about -30%; note: % is set by controls: 0 for no effect and ±100 for the full control effect
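TRiC (40 or 20 nM final, by batch activity) in 30 mM Tris pH 7.4, 100 mM KCl, 5 mM MgCl2, 1 mM DTT was treated with compound at 76 uM single dose, then 10 uM ATP, 30 min at 37 °C. ADP was read by HTRF Transcreener.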
Nrf2 inh: Nrf2 qHTS screen for inhibitors. A549 ARE-Fluc reporter, luciferase luminescence, 18-24 h. hit rate 2.1% among 360,000. AID 504444, 2011. Potency, µM (titrated, usually from 46 µM), for inactives: at the top dose activity change, negative = inhibition, actives largely listed as inhibitors; note: potency is the fitted concentration of half-maximal effect; % is set by controls: 0 for no effect and ±100 for the full control effect; nearly all actives have a fitted effect of over 60% in size
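A549 ARE_Fluc cells (5000/well, 5% FBS OPTI-MEM) pre-incubated 2 h, then treated with compounds 18-24 h at 37C/5% CO2 in concentration-response. CellTiter-Fluor viability read first; BugLite luciferase luminescence after 15 min at room temperature gives Nrf2 activity.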
pAkt inh: HTS Assay for Inhibitors of Akt Phophorylation: Primary Screen. hit rate 0.32% among 360,000. Neuro2A IGF-stimulated pAkt S473 HTRF, 20 min; hits give low values. activity change, % for hits at 50 µM. AID 651550, 2012; in the data active = activity change below about -80%; inconclusive = mostly about -51% to -80%; note: % is set by controls: 0 for no effect and ±100 for the full control effect
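Single-point screen (50 µM final compound) in Neuro2A cells stimulated 20 min with 6 nM IGF at 37 deg C. After lysis, Ser473-phosphorylated Akt read by HTRF (ex 330 nm, em 615/665 nm) as the 665/615 ratio.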
Nrf2 ARE act: qHTS of Nrf2 Activators. AID 624171, 2012. AREc32 ARE-luciferase reporter (MCF7-derived line), luminescence, 24 h. Potency, µM (series often up to 46.1 µM), for the others: at the highest dose activation, most hits filed as activators. hit rate 0.31% among 410,000; note: potency is the fitted concentration of half-maximal effect; % of control where 0% means no effect; nearly all actives have a fitted effect of over 65% in size
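Reporter line AREc32 (ARE-Fluc), seeded overnight in OPTI-MEM with 5% FBS; compound pin-transferred, 24 hr at 37 deg C, 5% CO2; luminescent read-out.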
MmCpn inh: Inhibitors of TCP-1 ring complex (TRiC) of Methanococcus maripaludis (MmCpn): qHTS; purified Mm-Cpn ATPase, ADP Transcreener TR-FRET; hit rate 0.031% among 330,000; Potency, µM (highest dose often 76.9 µM), inactives show top-dose activity, negative = inhibition, usual class: inhibitors; AID 504842, 2011; note: potency is the fitted concentration of half-maximal effect; % is set by controls: 0 for no effect and ±100 for the full control effect; nearly all actives have a fitted effect of over 80% in size
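25 nM Mm-CPN + cpd, 10 min 37°C; + 10 uM ATP, 30 min 37°C; buffer 30 mM Tris pH 7.4, 100 mM KCl, 5 mM MgCl2, 1 mM DTT; Transcreener ADP HTRF detection 30 min RT.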
A549 tox: Nrf2 qHTS screen for inhibitors: counterscreen for cytotoxicity. Potency, µM (doses to about 46 µM), for the others: top-dose activity change, negative = cytotoxicity, hits mostly inhibitors. hit rate 0.16% among 390,000. A549 ARE-Fluc cells, CellTiter-Fluor viability, 18-24 h; note: potency is the fitted concentration of half-maximal effect; % is set by controls: 0 for no effect and ±100 for the full control effect
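A549 ARE_Fluc cells in 5% FBS OPTI-MEM were exposed to compounds in concentration-response for 18-24 h at 37 deg C. Viability was read by CellTiter-Fluor fluorescence (Ex 405/Em 525) after 30 min, before the luciferase read.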
* hit, by the source's call; i = inactive; ? = inconclusive; / = no result given; [ ] = dose if it differs, or a comment. Unless noted, calls come from the whole dose curve; as a rule, active = well fitted curve in the direction sought with a large enough effect; inconclusive = small, poorly fitted or top-dose-only effect, or another doubt; inactive = no such curve, though single readings can be large; an effect the other way counts as inactive or inconclusive.

The line under a structure holds: TGFb inhibitor | HepG2 viability | Abeta yeast res | CCT chaperon mod | Nrf2 inh | pAkt inh | Nrf2 ARE act | MmCpn inh | A549 tox
O=C(Nc1cc(F)ccc1F)c1ccc2c(c1)nnn2C1CCCC1
    -23% | -24% | -16% | / | ? | / | 0.2% | / | -1%
CSCCC(NC(=O)COc1ccccc1)C(=O)N1CCCC(C)C1 (stereo unspecified)
    -2% | -3% | 3% | -2.5 | 23% | i | 0.1% | 0% | 10%
Cc1ccc(C(=O)NC(=S)Nc2ccccc2N2CCOCC2)cc1C
    -2% | -12% | 13% | 1.2 | 27% | i | 1.5% | 0% | 2%
Cc1ccc(-c2onc(C)c2C)cc1S(=O)(=O)NCc1ccco1
    0% | -15% | -17% | / | ? | / | 12% | / | 2%
O=C(NN1C(=O)c2cc(Br)ccc2NC1c1ccccc1Cl)c1ccncc1 (stereo unspecified)
    -19% | 12% | 3% | 1.8 | 20% | i | 9.8% | -1% | -2%
CC(C)CN(C)C(=O)CC1C(=O)NCCN1C (stereo unspecified)
    ? | 6% | -8% | 2.6 | -2% | i | 0.0% | -4% | 2%
S=C(NCCN1CCOCC1)NC1CCCCC1
    -18% | 23% | -1% | 2.0 | ? | i | 0.5% | -6% | -2%
CC1CN(C(=O)CCC(=O)N2CCOCC2)c2ccccc2O1 (stereo unspecified)
    20% | -36% | 3% | -1.6 | 3% | i | 0.3% | 0% | 7%
COc1cccc(-c2nn(-c3ccccc3)cc2C(=O)O)c1
    -3% | -3% | -4% | -7.9 | -4% | i | -0.1% | 1% | -2%
CCN(C#N)c1nc(NC(C)C)nc(NC(C)(C)C)n1
    4% | -2% | -3% | -1.7 | -9% | i | 0.6% | 1% | 1%
O=C(CCNS(=O)(=O)c1ccccc1C(F)(F)F)NCCCc1ccccc1
    -14% | 1% | 6% | -2.1 | 2% | i | -1.3% | -2% | 0%
O=C(O)c1cc(NS(=O)(=O)c2ccc3ccccc3c2)ccc1O
    -6% | 10% | -12% | -0.1 | 7% | i | 0.2% | -4% | 0%
COc1ccc(-c2ccnc3nc(-n4cccc4)nn23)cc1
    -2% | -1% | -12% | -8.6 | ? | i | 0.6% | -1% | -9%
CCOC(=O)C1CCCN(C(=O)c2ccccc2Oc2ccccc2)C1 (stereo unspecified)
    -6% | -4% | 6% | -0.4 | -16% | i | 0.3% | -1% | 5%
CCCN(CC(=O)Nc1ccccc1OC)C(=O)c1ccc(S(=O)(=O)NCc2ccco2)cc1
    2% | -11% | 3% | -0.4 | 1% | i | 0.4% | -1% | -9%
COc1ccc(-c2cn3cc(Br)cnc3n2)cc1
    1% | -5% | 2% | -0.1 | 27% | i | 3.6% | 1% | -1%
CC(C)C[C@@H](CN1CCC[C@H]1CN1C(=O)C(=O)NC[C@@H]1Cc1ccc(O)cc1)N1C[C@H](Cc2ccccc2)N(CCc2ccccc2)C(=O)C1=O
    / | / | -5% | 0.9 | / | i | -0.6% | / | /
O=C(COc1ccccc1)N1CCN(C(=O)COc2ccccc2)CC1
    -12% | -4% | -16% | -1.2 | 0% | i | 0.3% | 0% | 0%
CC1(C(=O)Nc2cccc3cccnc23)CCN1Cc1csc2ccccc12 (stereo unspecified)
    ? | -48% | -25% | 1.3 | / | i | -1.6% | / | /
Cc1ccc(CNC(=O)c2cc3c(=O)n4ccccc4nc3n(Cc3ccco3)c2=N)cc1
    3% | -21% | -10% | -1.8 | -9% | i | 0.3% | -3% | 0%
Cc1cc(N2CCOCC2)nc2ccccc12
    ? | 0% | 9% | -2.6 | ? | i | 3.4% | -1% | 1%
CC(Oc1ccc(F)cc1)C(=O)N(CCC1=CCCCC1)c1c(N)n(Cc2ccccc2)c(=O)[nH]c1=O (stereo unspecified)
    -14% | -97% | 5% | 1.1 | ? | i | 2.5% | 0% | -15%
O=C(O)c1ccc(CNCc2ccc(F)cc2)cc1
    20% | -2% | -3% | 0.5 | -21% | i | -0.7% | 0% | 2%
CC1CCCC(C)N1S(=O)(=O)c1ccc(NC(=O)CCn2cnc3ccccc3c2=O)cc1 (stereo unspecified)
    41%[activator] | 10% | 2% | -5.3 | ? | i | -0.1% | 0% | -5%
O=C(NCc1ccc(F)cc1)c1ccncc1
    ? | 5% | -8% | 0.3 | 8% | i | -1.1% | 0% | 4%
CCN(CC)S(=O)(=O)c1ccc(N2CCN(C)CC2)c(NC(=O)CN2C(=O)NC3(CCCCC3)C2=O)c1
    -3% | -3% | -19% | 1.1 | 6% | i | 0.6% | / | ?
Cc1ccc(S(=O)(=O)N2CCNC(=O)CC2)cc1
    0% | 1% | -2% | -6.4 | -13% | i | 0.4% | 2% | 1%
O=C(COC(=O)c1cccnc1Cl)Nc1ccc(N2CCOCC2)cc1
    -1% | 10% | -3% | 3.9 | / | i | 1.5% | / | /
CC(C)(C)n1nc2c(c1NC(=O)c1ccc(S(=O)(=O)N3CCCC3)cc1)CSC2
    1% | -21% | -1% | -1.1 | 13% | i | -0.3% | / | -1%
CCOc1ccc(NC(=O)Cc2cccc3ccccc23)c([N+](=O)[O-])c1
    ? | -21% | 8% | 0.5 | ? | i | -0.4% | 0% | -1%
C=CCOC(=O)C1=C[C@H](c2ccc3c(c2)OCO3)C[C@H](OCCCCO)O1
    2% | -8% | -15% | -1.1 | 7% | i | 9.8% | / | -8%
COc1cc(CC(=O)OCC(=O)N2CC(C)CC(C)C2)cc(OC)c1OC (stereo unspecified)
    0% | -1% | 1% | -8.0 | ? | i | 0.0% | 1% | 3%
Cc1ccc2c(c1)nnn2C1CCN(S(=O)(=O)c2ccc(C(=O)O)cc2)CC1
    -6% | 0% | -5% | -3.0 | 15% | i | -0.1% | 1% | -1%
Cc1ccc(N=C2CCCN2Cc2ccccc2)c(C#N)c1
    0% | 6% | 4% | -2.3 | 6% | i | 4.0% | 0% | -1%
COc1ccc2c(-c3ccccc3)cc(=O)[nH]c2c1
    11% | -9% | -8% | 1.8 | 0% | i | -0.5% | 0% | -15%
COc1cccc(NC(=O)CCc2nnc3n(CC(C)C)c(=O)c4ccccc4n23)c1
    0% | -5% | -7% | / | -2% | / | -0.7% | / | -7%
O=C(CNS(=O)(=O)c1ccc(Br)s1)NC1CCCc2ccccc21 (stereo unspecified)
    -6% | -18% | 11% | 0.2 | 4% | i | 0.0% | -1% | 2%
CN1CCN(C2=C(Cl)C(=O)N(C3CCCCC3)C2=O)CC1
    13µM* | -79% | -1% | 0.4 | -4% | i | 4.7% | 1% | 0%
O=C(CNC(=O)c1ccc(Cl)cc1)OCC(=O)c1ccc2c(c1)OCCO2
    -7% | 0% | 10% | 0.3 | 4% | i | 0.1% | -9% | -5%
Cc1cc(C)cc(NC(=O)CC(C)n2nc(C)cc2C)c1 (stereo unspecified)
    23% | -19% | -3% | / | -3% | / | -0.1% | / | 1%
CC1(C)Cc2c(sc3nc(N/N=C/c4ccccc4)[nH]c(=O)c23)CO1
    -1% | -17% | 3% | -1.4 | -11% | i | -1.2% | -4% | 0%
CC1(C(=O)O)CCCN1C(=O)c1cccc(C(F)(F)F)c1 (stereo unspecified)
    2% | -7% | -7% | 2.1 | / | / | -0.2% | / | /
CCNC(=O)C1CCCN(C(=O)c2cc(OC)c(OC)c(OC)c2)CC1 (stereo unspecified)
    4% | -2% | 0% | 0.8 | / | i | -1.0% | / | /
C=CCN(c1ccccc1)S(=O)(=O)c1cccc(C(=O)Nc2nc3ccccc3[nH]2)c1
    ? | -30% | 15% | 2.2 | 2.9µM* | i | 5.1% | -6% | ?
CN1Cc2c(N3CCOCC3)nc3sc(C(=O)c4ccc(Br)cc4)c(N)c3c2CC1(C)C
    ? | 10µM* | -3% | 1.0 | ? | i | -1.7% | 0% | ?
CC1COc2ccccc2N1C(=O)c1ccc(Cl)nc1 (stereo unspecified)
    3% | -5% | -9% | 0.5 | -22% | i | 2.3% | 3% | -1%
COc1ccccc1N1C(=O)C2C3C=CC(C3)C2C1=O (stereo unspecified)
    -12% | -4% | 4% | -3.0 | ? | / | -0.6% | 1% | 0%
C/C(N)=C(/C#N)C(=O)COc1ncnc2ccc(Br)cc12
    26% | 1% | -17% | -1.3 | 11% | i | 3.6% | 1% | -12%
COCc1cc(=O)[nH]c(/N=C(\N)Nc2cccc(Cl)c2)n1
    5% | 3% | -4% | -1.0 | 5% | i | 1.9% | -1% | 0%
CCc1ccccc1NC(=O)CN(C)C(=O)c1cc(C2CC2)nn1-c1ccccc1
    -6% | -6% | -8% | -1.8 | -12% | i | -0.3% | 0% | 3%
CCNC(=O)NCCNC(=O)c1cc(OCC(F)(F)F)ccc1OCC(F)(F)F
    -3% | -4% | -13% | -24 | 4% | i | -0.3% | -2% | 2%
CSc1nc(NCC(C)C)nc(N2CCOCC2)n1
    -5% | -15% | -9% | -0.5 | 14% | i | -0.7% | -3% | ?

Of the compounds above, three have a furan ring, fused or not:
The line under a structure holds: TGFb inhibitor | HepG2 viability | Abeta yeast res | CCT chaperon mod | Nrf2 inh | pAkt inh | Nrf2 ARE act | MmCpn inh | A549 tox
Cc1ccc(-c2onc(C)c2C)cc1S(=O)(=O)NCc1ccco1
    0% | -15% | -17% | / | ? | / | 12% | / | 2%
CCCN(CC(=O)Nc1ccccc1OC)C(=O)c1ccc(S(=O)(=O)NCc2ccco2)cc1
    2% | -11% | 3% | -0.4 | 1% | i | 0.4% | -1% | -9%
Cc1ccc(CNC(=O)c2cc3c(=O)n4ccccc4nc3n(Cc3ccco3)c2=N)cc1
    3% | -21% | -10% | -1.8 | -9% | i | 0.3% | -3% | 0%
